M1 PAM parental = M1 PAM counterscreen hit in parental CHO-K1 cells; AID 602247; 360,000 tested, 0.02% active; ATP EC20, Fluo-8 calcium fluorescence; 0% at ATP EC20, 100% at ATP max; activation, % at 3 µM;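 active means activation above the run cutoff, the mean activation of all test compounds plus 3 SD, cut at about 40% in these data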;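 further: peak over basal fluorescence ratio in a 140 s read after ATP addition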
TAAR1 antag = human TAAR1 antagonism; inhibition, % at 3 µM; Q96RJ0; 360,000 tested, 1.5% active; CHO RD-HGA16 TAAR1, Fluo-8 calcium fluorescence, antagonist; AID 624466;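 active means inhibition above a per-plate cutoff, the mean inhibition of test compounds on that plate plus 3 SD, cut at about 49% in these data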;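 further: 0% = DMSO plus EC80 beta-PEA response and 100% = DMSO alone without agonist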
Target sequence (Q96RJ0 whole entry, looked up): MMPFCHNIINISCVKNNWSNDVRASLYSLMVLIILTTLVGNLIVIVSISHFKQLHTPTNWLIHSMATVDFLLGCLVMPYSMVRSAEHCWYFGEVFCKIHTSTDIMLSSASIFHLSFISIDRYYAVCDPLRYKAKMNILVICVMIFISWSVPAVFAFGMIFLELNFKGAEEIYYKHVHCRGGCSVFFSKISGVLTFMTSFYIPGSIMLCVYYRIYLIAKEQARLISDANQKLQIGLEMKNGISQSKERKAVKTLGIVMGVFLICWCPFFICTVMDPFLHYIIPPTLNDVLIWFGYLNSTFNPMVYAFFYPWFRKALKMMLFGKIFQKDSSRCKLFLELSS
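Test system: hTAAR1-expressing CHO RD-HGA16 cells, Gα16-coupled; Probe or stimulus: EC80 β-phenethylamine stimulus; Compound dosing: single nominal final test compound concentration of 3 µM; Timing: 140 s kinetic read after compound, 140 s after agonist; Signal: Fluo-8 calcium-sensitive fluorescence; Measure: % inhibition of agonist calcium response; Controls: DMSO and EC80 PEA controls.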
CHRM1 agonist = human M1 muscarinic receptor agonism; CHO-K1 hM1, Fluo-8 calcium fluorescence, agonist mode; 0% DMSO, 100% acetylcholine EC100; 360,000 tested, 0.33% active; P11229; activation, % at 3 µM;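 active means activation above the run's mean compound activation plus 3 SD, cut at about 16% in these data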;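 further: peak over basal fluorescence ratio within a 140 s kinetic read after compound addition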
Target sequence (P11229 whole entry, looked up): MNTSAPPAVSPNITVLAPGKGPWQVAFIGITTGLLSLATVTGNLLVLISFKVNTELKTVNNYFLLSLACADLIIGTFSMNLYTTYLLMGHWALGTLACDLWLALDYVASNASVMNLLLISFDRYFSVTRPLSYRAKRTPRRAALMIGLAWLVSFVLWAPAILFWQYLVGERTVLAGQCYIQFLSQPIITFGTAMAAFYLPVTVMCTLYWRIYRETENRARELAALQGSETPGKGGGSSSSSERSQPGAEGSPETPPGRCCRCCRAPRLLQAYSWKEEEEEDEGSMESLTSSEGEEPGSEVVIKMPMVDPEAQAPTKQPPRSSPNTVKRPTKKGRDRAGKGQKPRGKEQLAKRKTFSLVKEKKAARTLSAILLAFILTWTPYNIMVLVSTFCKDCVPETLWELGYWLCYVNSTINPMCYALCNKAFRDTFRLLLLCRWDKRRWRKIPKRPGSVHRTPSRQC
M1 antag = blocks human M1 muscarinic receptor | CHO-K1 hM1, Fluo-8 calcium fluorescence, ACh EC80 antagonist | inhibition, % at 3 µM | 360,000 tested, 1.3% active;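 active means percent inhibition above its own plate's cutoff, namely the mean of that plate's compound wells plus 3 SD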;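 further: peak over basal fluorescence ratio during 140 s after agonist addition; 0% = ACh EC80 plus DMSO and 100% = DMSO alone without agonist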
CHO-K1 Ca ag = nonselective activator or artifact in parental CHO-K1 cells; Fluo-8 calcium fluorescence; scaled to maximal ATP response, vehicle zero; activation, % at 3 µM; AID 602248; 360,000 tested, 0.48% active; in the data active means activation above about 15%;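 further: untransfected CHO-K1 host cells lacking M1 receptor as counterscreen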
CHO-K1 Ca antag = nonselective inhibitor or artifact in parental CHO-K1 cells; ATP-induced calcium, Fluo-8 fluorescence; inhibition, % at 3 µM; 360,000 tested, 0.6% active;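 active means inhibition above a per-plate cutoff, the plate's mean sample inhibition plus 3 SD, cut at about 24% in these data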;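 further: 0% = DMSO plus EC80 ATP and 100% = DMSO alone without ATP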
TAAR1 agonist = agonists of human TAAR1; Q96RJ0; CHO RD-HGA16 TAAR1, Fluo-8 calcium fluorescence; vehicle wells 0%, saturating PEA agonist 100%; activation, % at 3 µM; 360,000 tested, 0.99% active; AID 624467;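 active means activation above the mean activation of all test compounds in the run plus 3 SD, cut at about 38% in these data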
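Test system: RD-HGA16 (CHO) cells co-expressing Gα16 and hTAAR1 | Doses: Single dose, 3 µM | Schedule: 17-24 h seeding, 75 min 37 °C dye, 30 min RT | Evaluation: % activation from peak over basal fluorescence ratio, DMSO-to-PEA scaled | Technique: Kinetic Fluo-8 calcium fluorescence | Benchmarks: Low control DMSO, high control PEA (EC100)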
CHO parental Ca = counter-screen: ATP calcium response change in parental CHO cells | AID 463079 | 330,000 tested, 0.63% active | parental CHO-K1, ATP-induced calcium, Fluo-8 fluorescence | inhibition, % at 5.6 µM;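 active means inhibition above that plate's mean sample inhibition plus 3 SD, cut at about 26% in these data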;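 further: 0% = ATP-challenged DMSO wells and 100% = DMSO wells without ATP; some compounds past the cut are filed as inactive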
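Test system: parental CHO cells; detection: calcium-sensitive Fluo-8 fluorescence; evaluation: percent inhibition of calcium signal; also added: ATP as calcium-mobilizing challenge; repeats: one well per compound; control set: ATP-challenged DMSO wells low, unchallenged DMSO wells high; compound: single nominal dose of 5.6 µM per compound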
M1 PAM = potentiates human M1 receptor response to acetylcholine; P11229; CHO-K1 hM1, Fluo-8 calcium fluorescence, ACh EC20; 0% = ACh EC20, 100% = maximal ACh; activation, % at 3 µM; 360,000 tested, 0.088% active; AID 588819; in the data active means activation above about 19%, passing the limit was not always enough
* = called active by the depositor; nt = not tested or not shown. Rows were taken by chance (roughly 4.4% active in at least one column).

item	canonical_smiles	M1 PAM parental	TAAR1 antag	CHRM1 agonist	M1 antag	CHO-K1 Ca ag
1	O=C(CSc1nc2ccccc2c(=O)[nH]1)c1ccc(O)cc1O	2	-42	5	13	4.1
2	Cc1ccc(C)c(Cn2nnc3c(=O)[nH]c(C(=O)Nc4ccc(F)cc4)nc32)c1	-1	-38	-1	0	0.8
3	CC(C)c1ccc(C(=O)NNC(=O)C2CC=CCC2C(=O)O)cc1 (stereo not drawn)	15	-2	-8	-10	-0.2
4	CN1C(=O)C(C)(C)c2cc(S(=O)(=O)N3CCC(C(=O)NCc4ccc(F)cc4)CC3)ccc21	8	-1	-4	-4	0.0
5	COc1ccc(C(NC(=O)C2CCN(Cc3ccc(Oc4ccccc4)cc3)CC2)c2ccccc2C)cn1 (stereo not drawn)	20	28	-5	18	3.4
6	Cc1oc(CC(C)C)c(CN2CCCC2)c1C(=O)O	-2	12	-4	2	0.3
7	Cc1ncn(-c2ccccc2)c1-c1ccccc1	17	-4	-6	4	2.0
8	O=c1c2ccccc2nc2n1C(CSc1ccc(F)cc1)CS2 (stereo not drawn)	2	16	-1	-12	0.0

item	CHO-K1 Ca antag	TAAR1 agonist	CHO parental Ca	M1 PAM
1	0	16	nt	3
2	3	1	-8	3
3	-8	-1	-4	5
4	1	0	-9	3
5	-4	4	nt	-19
6	4	4	9	3
7	-8	5	-2	1
8	-1	0	-9	11

Next part
item	canonical_smiles	M1 PAM parental	TAAR1 antag	CHRM1 agonist	M1 antag	CHO-K1 Ca ag
9	NC(=O)C[n+]1cccc(/C=N/O)c1	3	-8	-5	-1	2.8
10	CC(C)CC(C(=O)N1CCc2ccccc2C1)N1C(=O)c2ccccc2C1=O (stereo not drawn)	-4	37	-5	-2	-0.9
11	CC1(C)CC(NC(=O)C(C)(C)Oc2ccc(Cl)cc2)CC(C)(C)N1	9	-12	-5	-6	1.5
12	Cc1ccc(S(=O)(=O)NCc2ccco2)c(C)c1C	-4	4	0	5	-0.1
13	Cc1ccc(S(=O)(=O)C2(S(=O)(=O)c3ccc(C)cc3)CCCC2)cc1	-7	-9	-1	4	0.5
14	CCOC(=O)C1=C(C)Nc2ccccc2N=C1NC(=O)C(c1ccccc1)c1ccccc1	-3	-22	-4	12	0.3
15	CSc1ccc(CNC(=O)Cn2nc(C)c3c(C)n(-c4ccc(C)cc4)nc3c2=O)cc1	23	-20	-3	-21	-1.0
16	COCCCNC(=O)Cn1c(=O)oc2cc(S(=O)(=O)N3CC(C)CC(C)C3)ccc21 (stereo not drawn)	-2	-12	-4	2	0.7

item	CHO-K1 Ca antag	TAAR1 agonist	CHO parental Ca	M1 PAM
9	-8	2	-3	0
10	-6	75*	-23	7
11	2	10	-2	7
12	-3	-1	-13	8
13	2	17	-5	1
14	-9	1	-16	-6
15	-15	6	-11	14
16	3	-1	3	0

Next entries.
item	canonical_smiles	M1 PAM parental	TAAR1 antag	CHRM1 agonist	M1 antag	CHO-K1 Ca ag
17	Cn1c(=O)c2c(nc3n2CC(COc2ccc(Cl)cc2)O3)n(C)c1=O (stereo not drawn)	12	0	0	-10	1.4
18	COc1ccc(C2C(C(=O)NCc3cccnc3)c3ccccc3C(=O)N2C)cc1OC (stereo not drawn)	-3	-6	-2	-6	0.4
19	Cc1cc(C)c(S(=O)(=O)Nc2nccs2)c(C)c1	3	-8	-5	-13	2.1
20	CC(C)OCCCNC(=O)c1cc(S(=O)(=O)N2CCc3ccccc32)cn1C	10	5	-2	-1	1.5
21	Cc1cc(C(=O)COC(=O)c2n[nH]c(=O)c3ccccc23)c(C)n1C	-7	-3	-1	28*	-0.1
22	Cc1ccccc1OCC(=O)NNC(=S)NC(=O)c1ccco1	-6	14	18*	-2	0.1
23	CCOC(=O)C1CCCN(C(=O)c2cccc(S(=O)(=O)NCc3ccccc3)c2)C1 (stereo not drawn)	-2	-6	-2	-21	1.5
24	COc1ccc(OC)c(N(CC(=O)NN=C2CCN(C)CC2)S(=O)(=O)c2ccccc2)c1	-1	-7	-5	8	0.3

item	CHO-K1 Ca antag	TAAR1 agonist	CHO parental Ca	M1 PAM
17	1	2	-15	2
18	-1	10	-7	5
19	-5	0	-6	9
20	0	0	-4	-1
21	6	7	-6	-12
22	-2	65*	-5	7
23	2	2	nt	9
24	-8	3	-16	2

Next section
item	canonical_smiles	M1 PAM parental	TAAR1 antag	CHRM1 agonist	M1 antag	CHO-K1 Ca ag
25	O=C(NC1CCCCCC1)c1ccc(N2CCCC2=O)cc1	0	-21	-4	7	0.7
26	CCc1ccc(Nc2ncc3c(n2)CC(c2ccc(OC)cc2)CC3=O)cc1 (stereo not drawn)	9	-11	-2	6	0.2
27	C=Cn1cc[n+](CC(=O)C(C)(C)C)c1	9	12	-12	-2	-0.1
28	COc1ccc2[nH]cc(C(=O)CN(C)CCc3ccc(OC)c(OC)c3)c2c1	5	5	-2	4	0.0
29	O[C@@H]1C[C@H](c2ccc(Cl)cc2)N(Cc2cccs2)C[C@H]1n1cc(-c2ccc(F)cc2)nn1	-3	-5	4	-4	-0.7
30	COC(=O)CNc1nc(OC)nc(N(C)C)n1	10	nt	-1	-25	0.4
31	O=C(NCc1ccccc1)c1cc(S(=O)(=O)N2CCC3(CC2)OCCO3)ccc1F	4	1	0	-15	2.5
32	CC(C)CSc1ccc(S(=O)(=O)NCC(=O)O)cc1[N+](=O)[O-]	9	15	-1	-3	-0.5

item	CHO-K1 Ca antag	TAAR1 agonist	CHO parental Ca	M1 PAM
25	-7	3	2	-2
26	1	-2	-9	6
27	6	-1	-1	1
28	-8	6	-24	-2
29	19	6	nt	-3
30	-5	nt	-3	2
31	-9	24	-8	9
32	-3	6	nt	8

Records listed above that bear a hit mark in CHRM1 agonist.
cpd | SMILES | TAAR1 antag | CHRM1 agonist | M1 antag
22 | Cc1ccccc1OCC(=O)NNC(=S)NC(=O)c1ccco1 | 14 | 18* | -2

3 structures out of the list, arranged by molecular weight, falling:
item	canonical_smiles	M1 PAM parental	TAAR1 antag	CHRM1 agonist	M1 antag	CHO-K1 Ca ag
29	O[C@@H]1C[C@H](c2ccc(Cl)cc2)N(Cc2cccs2)C[C@H]1n1cc(-c2ccc(F)cc2)nn1	-3	-5	4	-4	-0.7
18	COc1ccc(C2C(C(=O)NCc3cccnc3)c3ccccc3C(=O)N2C)cc1OC (stereo not drawn)	-3	-6	-2	-6	0.4
19	Cc1cc(C)c(S(=O)(=O)Nc2nccs2)c(C)c1	3	-8	-5	-13	2.1

item	CHO-K1 Ca antag	TAAR1 agonist	CHO parental Ca	M1 PAM
29	19	6	nt	-3
18	-1	10	-7	5
19	-5	0	-6	9

(further entries)
item	canonical_smiles	M1 PAM parental	TAAR1 antag	CHRM1 agonist	M1 antag	CHO-K1 Ca ag
33	COCCCNc1ccn2nc(-c3ccc(OCc4ccccc4)cc3)cc2n1	-8	56*	1	11	4.5
34	Cc1cc(Cl)ccc1OC(C)C(=O)NNC(=O)C1CCCCC1C(=O)O (stereo not drawn)	13	-32	-1	-13	1.4
35	COCCN1C(=O)CCC1(C)c1nnnn1-c1ccc2c(c1)OCCO2 (stereo not drawn)	18	-14	nt	nt	0.5
36	Cc1nc(N2CCCCC2)c2sc(=S)n(C)c2n1	10	-31	-3	-3	-0.1
37	C/C(CC(=O)Nc1ccccc1C#N)=N\NC(=O)c1ccncc1	2	6	-1	-7	0.5
38	Cc1ccc(SCC(=O)OC(C)C(=O)NC2CCCCC2C)c(C)c1 (stereo not drawn)	3	-20	-5	2	-0.7
39	Cc1ccc(C(=O)c2ccccc2C(=O)OCC(=O)NC(=O)NC(C)(C)C)cc1	9	-19	-7	-4	0.9
40	O=S(=O)(Nc1ccc(Br)cc1)c1cccc(NS(=O)(=O)c2cccs2)c1	-4	22	1	4	1.1

item	CHO-K1 Ca antag	TAAR1 agonist	CHO parental Ca	M1 PAM
33	11	11	nt	-8
34	-6	2	nt	10
35	-16	5	nt	nt
36	6	4	-4	2
37	1	-1	4	17
38	-5	25	-22	-2
39	-9	-1	-4	5
40	-20	14	nt	0

Continued.
item	canonical_smiles	M1 PAM parental	TAAR1 antag	CHRM1 agonist	M1 antag	CHO-K1 Ca ag
41	Cc1ccc(C(=O)COc2cccc(NC(=O)c3ccco3)c2)cc1	14	43	-2	-29	4.7
42	CC1=CC(C)C2(COC(c3ccc[n+](C)c3)OC2)C(C)C1 (stereo not drawn)	11	-3	-8	3	0.6
43	COc1ccc(C(=O)NC(NC(=O)c2ccc(OC)cc2)c2ccccc2F)cc1	-6	-2	2	-11	-0.2
44	O=C(COc1ccccc1)N1CCN(c2ccc([N+](=O)[O-])c(N3CCCCC3)c2)CC1	11	-25	-2	-28	-0.5
45	O=C(Nc1ccc(S(=O)(=O)Nc2nccs2)cc1)C1CCCCC1	11	3	-3	-1	0.0
46	CCN1CCN(c2ccc(S(=O)(=O)N3CCCCC3)cc2NC(=O)COc2ccc(Cl)cc2)CC1	11	1	-7	-3	0.1
47	COc1cc(/C=C(\C#N)c2nc3ccccc3[nH]2)c([N+](=O)[O-])cc1OCc1ccccc1	10	54*	-2	19	3.9
48	Nc1ccc2nc(-c3ccc(N)c(Cl)c3)[nH]c2c1	21	-12	-2	-9	0.3

item	CHO-K1 Ca antag	TAAR1 agonist	CHO parental Ca	M1 PAM
41	-10	12	-27	1
42	-21	0	nt	-3
43	8	3	-15	16
44	-18	0	-12	9
45	-40	5	-9	6
46	-6	1	-36	-3
47	5	9	-7	-4
48	-8	1	-11	6

Next part.
item	canonical_smiles	M1 PAM parental	TAAR1 antag	CHRM1 agonist	M1 antag	CHO-K1 Ca ag
49	O=C(NNC(=O)c1ccccn1)c1cccc([N+](=O)[O-])c1	18	-8	-2	-6	0.3
50	Cc1cccc(C)c1NC(=O)COC(=O)c1ccc(N2CCCC2)c([N+](=O)[O-])c1	18	-16	-6	-10	0.2
51	CC(=O)Nc1ccc(S(=O)(=O)Nc2ccccc2C(=O)N2CCOCC2)cc1	-7	-4	-3	-4	0.6
52	COc1ccccc1-c1cc(C2CC2)nc(N)c1C#N	14	-21	-4	-14	0.2
53	Cn1nc(-c2ccc(Cl)cc2)c2cc(C(=O)N3CCN(c4ccccn4)CC3)sc21	9	nt	0	-13	0.1
54	Cc1cccc(OCCC(=O)Nc2ccc(C)c(S(=O)(=O)N3CCCCC3)c2)c1	1	8	-5	9	8.9
55	CC(NCc1cccc(S(=O)(=O)N(C)C)c1)c1ccc(F)cc1 (stereo not drawn)	2	-13	-6	-12	0.6
56	Cc1ccc(C)c(NC(=O)Cn2cnc3c(oc4ccccc43)c2=O)c1	-1	-25	-4	3	0.1

item	CHO-K1 Ca antag	TAAR1 agonist	CHO parental Ca	M1 PAM
49	-13	10	3	6
50	-14	0	-2	8
51	-5	11	-1	4
52	-19	35	-28	14
53	4	nt	-12	5
54	10	5	46	-15
55	-16	1	-19	-4
56	-2	-1	-7	0

Assay outcomes deposited in PubChem by The Scripps Research Institute Molecular Screening Center.
